Screens: PubChem BioAssay, Broad Institute
RAD52 anneal inh: inhibitors of human RAD52 DNA annealing. P43351. recombinant RAD52 DNA annealing, FRET fluorescence. inhibition, % at 18.7 µM. hit rate 0.46% among 360,000;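 active = every replicate showing at least 50% inhibition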
ERAP1 HTS inh: blocks human ERAP1 aminopeptidase activity | recombinant ERAP1, Leu-AMC fluorescence, 60 min | Q9NZ08 | AID 652197 | hit rate 0.15% among 340,000 | inhibition, % at 10.7 µM;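 active = mean replicate inhibition of at least 30%, or all replicates individually reaching that 30% level; inactive = mean below 30% and not every replicate reaching it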;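 also: 0% = neutral control wells and 100% = L-leucinethiol positive control wells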
Target sequence (Q9NZ08 whole entry, looked up): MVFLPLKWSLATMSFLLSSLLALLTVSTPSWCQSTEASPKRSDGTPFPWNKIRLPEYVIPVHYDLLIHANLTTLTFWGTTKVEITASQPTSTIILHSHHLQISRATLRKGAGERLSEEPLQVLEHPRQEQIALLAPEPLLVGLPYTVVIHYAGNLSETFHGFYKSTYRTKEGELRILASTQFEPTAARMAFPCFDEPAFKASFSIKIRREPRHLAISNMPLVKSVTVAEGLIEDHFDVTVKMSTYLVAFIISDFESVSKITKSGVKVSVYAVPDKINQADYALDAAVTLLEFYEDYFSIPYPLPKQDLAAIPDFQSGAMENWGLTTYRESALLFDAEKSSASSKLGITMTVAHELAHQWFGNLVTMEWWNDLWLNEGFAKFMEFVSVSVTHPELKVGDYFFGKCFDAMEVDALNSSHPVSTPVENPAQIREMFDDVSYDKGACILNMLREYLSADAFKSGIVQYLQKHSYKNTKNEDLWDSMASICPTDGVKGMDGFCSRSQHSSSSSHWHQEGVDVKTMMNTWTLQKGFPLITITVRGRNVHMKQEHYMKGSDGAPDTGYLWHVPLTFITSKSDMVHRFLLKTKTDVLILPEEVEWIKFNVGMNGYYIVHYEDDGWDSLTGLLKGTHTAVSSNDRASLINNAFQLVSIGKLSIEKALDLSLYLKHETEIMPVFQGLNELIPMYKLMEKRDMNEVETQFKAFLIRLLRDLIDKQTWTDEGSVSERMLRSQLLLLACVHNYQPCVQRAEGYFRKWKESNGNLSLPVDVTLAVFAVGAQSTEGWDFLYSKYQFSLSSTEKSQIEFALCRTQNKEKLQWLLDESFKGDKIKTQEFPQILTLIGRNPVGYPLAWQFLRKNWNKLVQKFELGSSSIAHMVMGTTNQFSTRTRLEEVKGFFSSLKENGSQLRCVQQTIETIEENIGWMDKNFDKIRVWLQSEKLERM
PGC1a acetyl inh: PGC1a acetylation modulation, inhibitor mode | U2OS PGC1a acetylation, AlphaScreen anti-acetyl-lysine; with virally co-expressed GCN5 acetyltransferase | inhibition, % at 15.6 µM | hit rate 0.17% among 350,000 | AID 651687;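 active = every replicate shows inhibition of at least 40%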;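 also: 0% = neutral control wells and 100% = positive control wells; some results beyond the cut were filed as inactive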
Active calls of the source: *.

SMILES | RAD52 anneal inh | ERAP1 HTS inh | PGC1a acetyl inh
Nn1c(SCc2cc([N+](=O)[O-])cc3c2OCOC3)nnc1-c1cccnc1 | 0 | 5 | 4
CC(OC(=O)C1CSC2(c3ccc(F)cc3)CCC(=O)N12)C(=O)NC(N)=O (stereo not drawn) | -10 | 6 | 12
CN(CC(=O)N1CCCC1)S(=O)(=O)c1ccc2ccccc2c1 | -16 | 11 | -6
OCC1(Cc2ccccc2C(F)(F)F)CCN(Cc2ccc3c(c2)CCO3)CC1 | -3 | 0 | -20
NC(=O)N1CCC2(CC1)NC(=O)N(c1ccccc1)N2 | -7 | -2 | -8
COc1cccc(CC(=O)Nc2ccc3nc(C)sc3c2)c1 | -4 | 16 | 12
CN(C)CC#Cc1cccc(-c2nc(C(=O)N[C@@H]3CCN(Cc4ccccc4)C3)cc3c2[C@@H](CCO)N(S(=O)C(C)(C)C)C3)c1 (stereo partly drawn) | 34 | -4 | -11
O=C(NN1C(=O)c2ccccc2NC1c1ccc([N+](=O)[O-])o1)c1ccc([N+](=O)[O-])cc1 (stereo not drawn) | -10 | -2 | -7
CCCCC(=O)OCC(=O)c1[nH]c(C)c(C(C)=O)c1C | 1 | 1 | -2
Cc1ccccc1NC(=O)c1ccccc1N(C)S(=O)(=O)c1ccccc1 | -8 | -5 | -5
COC(=O)c1cccc(-c2ccc(/C=N/N3C(=O)C4C5C=CC(C6CC56)C4C3=O)o2)c1 (stereo not drawn) | -28 | 0 | 5
O=C(CSc1nc2[nH]ncc2c(=O)n1-c1ccccc1Br)NCc1ccccc1Cl | -9 | 1 | 4
CC(NC(=O)COC(=O)c1ccc2ccccc2n1)C1CC2CCC1C2 (stereo not drawn) | -339 | 0 | -3
Cc1ccsc1C1C(C#N)=C(N)OC2=C1C(=O)CC(C)C2 (stereo not drawn) | 11 | 1 | 4
COc1ccc(/C=N/NC(=O)c2cnccn2)c(OC)c1OC | -5 | 1 | 4
Nc1nnc(N)c2ccccc12 | -3 | -1 | 7
Cc1ccc(-c2nc(CN3CCCCC3c3cccc(F)c3)c(C)o2)o1 (stereo not drawn) | -78 | -1 | -3
O=C(NNC(=O)c1c(F)cccc1F)c1ccccc1-n1cccc1 | -2 | 1 | -5
Cc1ccnc(NS(=O)(=O)c2ccc(Cl)nc2)c1 | -3 | -1 | -2
COc1ccc(C(=O)C2CCCN(S(=O)(=O)C(C)C)C2)c(C)c1 (stereo not drawn) | -1 | 2 | -4
CCOc1ncccc1C(=O)N1CCN(C(c2ccccc2)c2ccccc2)CC1 | -5 | -5 | -4
CC(=O)C1=C(S(=O)(=O)c2ccc(C)cc2)CS(=O)(=O)C1 | -11 | 2 | -14
CC(C)COC(=O)Nc1nnc(Cc2ccccc2)s1 | -3 | -1 | 2
COc1cc2c(cc1/C=C1/NC(=O)N(CC(=O)Nc3ccccc3)C1=O)OCO2 | -37 | 1 | 3
Cc1cccc(C)c1NC(=O)C1=C(O)c2sccc2N(C)S1(=O)=O | -14 | 9 | -4
O=CN1CCN(c2ncnc3c2nnn3Cc2c(F)cccc2Cl)CC1 | -11 | 4 | 8
O=C(CCNC(=O)c1ccccc1)N/N=C/c1ccc([N+](=O)[O-])cc1 | -4 | -4 | -1
CC(C)(O)C#Cc1ncc(C(F)(F)F)cc1Cl | 1 | 3 | 3
CCOc1cc(C2C3=C(CCCC3=O)Nc3ccc4ncccc4c32)ccc1O (stereo not drawn) | -8 | 2 | -5
COCC#Cc1ccc(CC[C@H]2O[C@H]3CC[C@H](CO)O[C@H]3C[C@@H]2n2cc(C3CC3)nn2)cc1 | -13 | 1 | -6
O=C(NNc1ccccn1)c1ccc(Cl)nc1 | -7 | 1 | 5
Cc1ccc(Oc2ncccc2C(=O)NC2CCSC2=O)cc1 (stereo not drawn) | -13 | 5 | 4
COC(=O)c1cc(NC(=O)c2ccccc2)c(=O)oc1C | -28 | -2 | 0
NC(N)=NS(=O)(=O)c1ccc(NC(=S)NC(=O)/C=C/c2cccs2)cc1 | -6 | 2 | -4
N#Cc1cccc(NC(=O)CSc2nnc(-c3n[nH]c4ccccc34)o2)c1 | -13 | 0 | 1
O=C(CSc1nccn1-c1ccccc1)NO | -10 | -3 | -7
COc1cccc(C2CC(c3cccs3)=NN2S(C)(=O)=O)c1 (stereo not drawn) | -57 | 3 | 2
CCOc1ccc2nc(NC(=O)CSc3nc(-c4ccccc4)c(C#N)c(=O)[nH]3)sc2c1 | -104 | 3 | -6
CCOC(=O)c1cnn(-c2ccccc2)c1-n1cccc1C(=O)C(=O)N(CC)CC | -26 | 4 | 27
CCOC(=O)C1(CCOc2ccccc2)CCN(Cc2ccc(C)o2)CC1 | -4 | 2 | -5
O=C(/C=C/c1ccc2ccccc2n1)N1CCN(c2ccccc2)CC1 | -28 | 0 | 1
COCc1ccc(CN2CCCC(CCC(=O)NCc3cccc(OC)c3)C2)o1 (stereo not drawn) | -20 | -3 | 4
Cc1onc(-c2ccccc2)c1C(=O)/C=C/N(C)C | -33 | 0 | -2
NC(=S)N/N=C/c1cccc(/C=N/NC(N)=S)c1 | 3 | -7 | 1
C(/C=C/c1ccccn1)=C\c1ccccc1 | -14 | -1 | 4
O=C(COC(=O)c1cc(=O)c2ccccc2o1)NC1CCCCC1 | -11 | 1 | -1
COc1ccc(N2CCN(C(=S)Nc3ccc(S(N)(=O)=O)cc3)CC2)cc1 | -12 | 3 | 8
Cc1onc(-c2c(F)cccc2Cl)c1C(=O)Nc1cccc(S(=O)(=O)NCc2ccco2)c1 | -57 | 0 | -2
Cc1cccc(C(=O)NC(=O)Nc2c(C)cc(C)nc2C)c1 | 2 | -4 | -1
ClC(Cl)(Cl)c1nc(N/N=C/c2ccncc2)c2ccccc2n1 | -11 | 2 | -1

(more compounds)
SMILES | RAD52 anneal inh | ERAP1 HTS inh | PGC1a acetyl inh
OC[C@H]1CC[C@@H]2O[C@H](CCc3ccc(C#CCc4ccccc4)cc3)[C@@H](n3cc(-c4ccccc4)nn3)C[C@@H]2O1 | 10 | 1 | 14
CC1CN(C(=O)COC(=O)c2cc([N+](=O)[O-])ccc2Cl)CC(C)O1 (stereo not drawn) | -7 | -2 | -5
COc1ccccc1-n1cc(C(=O)NCC(=O)N2CCN(Cc3ccccc3)CC2)c2ccccc2c1=O | -24 | 1 | -3
C[C@@H]1CCCCO[C@H](CN(C)C(=O)Nc2cccc3ccccc23)[C@@H](C)CN([C@@H](C)CO)C(=O)c2cc(NS(=O)(=O)c3ccccc3)ccc2O1 | 11 | 3 | -10
O=C(CCC1CCCN(C(=O)C2(c3ccccc3)CC2)C1)N1CCN(c2ccccn2)CC1 (stereo not drawn) | -9 | -6 | -11
CC(=O)Nc1ccc(NC(=O)C23CC4CC(C2)CC(n2cnc(Br)n2)(C4)C3)cc1 | -9 | -2 | -1
Cc1cc(C)cc(C(=O)Nc2ccc(N3CCN(S(C)(=O)=O)CC3)cc2)c1 | -9 | -2 | -4
O=C(Nc1ccc(C(=O)O)cc1)/C(=C\c1ccc2c(c1)OCO2)NC(=O)c1ccc(Br)o1 | -49 | -7 | 9
CCc1nnc(NS(=O)(=O)c2ccc(NC(=O)c3ccc(Cl)cc3)cc2)s1 | -12 | -3 | 1
CC(=O)Nc1cccc(C(=O)OCc2ccc([N+](=O)[O-])cc2)c1 | 10 | -2 | 0
O=Cc1ccc(-c2ccccc2C(=O)O)o1 | -10 | 2 | 1
COc1ccc(-c2cc(C(=O)NNC(=S)NC(=O)c3c(-c4ccccc4)noc3C)[nH]n2)cc1 | -35 | 1 | -3
O=C(NCCCN1CCCC1=O)c1ccc(OC(F)(F)F)cc1 | -22 | -3 | 1
O=C(c1cc(COc2ccc(F)cc2Cl)on1)N1CCCC(OCc2cccnc2)C1 (stereo not drawn) | 7 | -3 | 7
COc1ccc(NC(=O)CSC2=NCCN2)cc1 | -11 | 3 | -4
COc1ccc(C(=O)NC2CCN(C(=S)Nc3ccccc3)CC2)cc1 | -12 | -3 | 12
Nc1nonc1NN=C1CCCCC1 | -8 | -2 | 1
COCCNC(=O)/C(C#N)=C/c1cccc(OCc2ccccc2)c1 | -9 | -4 | -7
O=c1cccccc1NN=C1CCCCCC1 | -5 | -2 | 9
CSc1ccc(-c2cccc([N+](=O)[O-])c2)nn1 | 3 | -3 | -4

One compound at a time (already shown). Order of values: RAD52 anneal inh, ERAP1 HTS inh, PGC1a acetyl inh
Cc1ccnc(NS(=O)(=O)c2ccc(Cl)nc2)c1 across the screens: -3, -1, -2
NC(=S)N/N=C/c1cccc(/C=N/NC(N)=S)c1 across the screens: 3, -7, 1

New compounds follow.
SMILES | RAD52 anneal inh | ERAP1 HTS inh | PGC1a acetyl inh
Cc1ccc2nc(-c3cccnc3)cc(C(=O)Nc3ccc(F)cc3C)c2c1 | 1 | 0 | -6
Nc1ccc2c(C(F)(F)F)cc(C(F)(F)F)nc2n1 | 8 | -45 | 10
CC1(CC(=O)N/N=C/c2cc3c(cc2Br)OCO3)OCCO1 | -9 | 4 | 9
CC(C)Cc1oc(C(=O)O)cc1CN1CCOCC1 | -7 | 6 | 1
O=C(NC1CCCC1)C(c1ccncc1)N(C(=O)c1csnn1)C1CCCC1 (stereo not drawn) | -12 | -6 | -1
COC(=O)C1=C(C)NC(=S)NC1c1ccco1 (stereo not drawn) | -15 | -3 | -2
COc1ccc(Cn2nc(-c3ccccc3)c(N3CCCCC3)cc2=O)cc1 | -18 | -5 | -6
C[C@@H]1CN([C@H](C)CO)C(=O)c2cccc(NS(C)(=O)=O)c2O[C@H]1CN(C)Cc1ccc(C(=O)Nc2ccccc2N)cc1 | -1 | -1 | 6
Cc1onc(-c2ccccc2)c1C(=O)O/N=C(\N)c1ccc([N+](=O)[O-])o1 | -11 | -2 | 5
Cc1cc(C)n2cc(COc3ccccc3)nc2n1 | -6 | -1 | 2
Cn1ccnc1C(=O)c1ccc(S(=O)(=O)N2CCCC2)cc1 | -6 | -2 | 5
COc1cccc(N2CCN(C(=S)Nc3cc(C)cc(C)c3)CC2)c1 | 1 | -2 | -3
CC(C)N(C(=O)CS(=O)(=O)c1ccc(Cl)c(Cl)c1)C(C)C | -6 | 2 | 1
CSc1ncc(Cl)c(C(=O)Nc2cccc3ccccc23)n1 | -10 | 11 | -1
COc1ccnc(N2CCN(c3ccccc3)CC2)c1C#N | -13 | 0 | 0
CC(=O)N/N=C/c1cc2c(cc1[N+](=O)[O-])OCO2 | -4 | 4 | -3
O=C(N/N=C\c1ccc([N+](=O)[O-])o1)C1COc2ccccc2O1 (stereo not drawn) | -19 | 3 | -117
COc1ccccc1NS(=O)(=O)c1cc(NC(=O)c2[nH]c(C)c(C(C)=O)c2C)ccc1N1CCOCC1 | -11 | -4 | -51
Nc1nc2c(c(=O)[nH]1)C(c1cccc3ccccc13)C1=C(N2)c2ccccc2C1=O (stereo not drawn) | -8 | 7 | 0
O=C(Nc1nncs1)c1cc2c(s1)CCC2 | -10 | -1 | -2

In the list so far, 12 contain a furan ring, fused or not:
SMILES | RAD52 anneal inh | ERAP1 HTS inh | PGC1a acetyl inh
O=C(NN1C(=O)c2ccccc2NC1c1ccc([N+](=O)[O-])o1)c1ccc([N+](=O)[O-])cc1 (stereo not drawn) | -10 | -2 | -7
COC(=O)c1cccc(-c2ccc(/C=N/N3C(=O)C4C5C=CC(C6CC56)C4C3=O)o2)c1 (stereo not drawn) | -28 | 0 | 5
Cc1ccc(-c2nc(CN3CCCCC3c3cccc(F)c3)c(C)o2)o1 (stereo not drawn) | -78 | -1 | -3
CCOC(=O)C1(CCOc2ccccc2)CCN(Cc2ccc(C)o2)CC1 | -4 | 2 | -5
COCc1ccc(CN2CCCC(CCC(=O)NCc3cccc(OC)c3)C2)o1 (stereo not drawn) | -20 | -3 | 4
Cc1onc(-c2c(F)cccc2Cl)c1C(=O)Nc1cccc(S(=O)(=O)NCc2ccco2)c1 | -57 | 0 | -2
O=C(Nc1ccc(C(=O)O)cc1)/C(=C\c1ccc2c(c1)OCO2)NC(=O)c1ccc(Br)o1 | -49 | -7 | 9
O=Cc1ccc(-c2ccccc2C(=O)O)o1 | -10 | 2 | 1
CC(C)Cc1oc(C(=O)O)cc1CN1CCOCC1 | -7 | 6 | 1
COC(=O)C1=C(C)NC(=S)NC1c1ccco1 (stereo not drawn) | -15 | -3 | -2
Cc1onc(-c2ccccc2)c1C(=O)O/N=C(\N)c1ccc([N+](=O)[O-])o1 | -11 | -2 | 5
O=C(N/N=C\c1ccc([N+](=O)[O-])o1)C1COc2ccccc2O1 (stereo not drawn) | -19 | 3 | -117

A portion of the library; the hit share may differ from the screen's.
